Compound activity (PubChem BioAssay)
DT40 TDP1 CPT: DT40-hTDP1 cell growth loss with CPT; AID 686979; Potency, µM (top dose mostly 46.2 µM), inactives show at the top dose activity change, negative = growth inhibition, actives largely listed as inhibitors; 12% of 420,000 active; chicken DT40 Tdp1-/-;hTDP1 cells + 20 nM CPT, ATP luminescence, 48 h; further: nearly all actives have a fitted effect of over 55% in size
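Chicken DT40 Tdp1-/- cells stably complemented with human TDP1 were seeded at 400 cells/well in medium containing 20 nM camptothecin, exposed to pin-transferred compounds, and grown at 37 °C for at least 48 hr. Viability was read as ATP luminescence.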
DT40 TDP1 no CPT: qHTS for Inhibitors of human tyrosyl-DNA phosphodiesterase 1 (TDP1): qHTS in cells in absence of CPT. 15% of 420,000 active. Potency, µM (doses to about 46.2 µM), without a hit: at the highest dose activity change, negative = growth inhibition, usual class: inhibitors. DT40 Tdp1-/- hTDP1 cells, no CPT, ATP luminescence, 48 h; further: nearly all actives have a fitted effect of over 55% in size
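Camptothecin absent (DMSO only). Human TDP1-complemented DT40 knockout cells, 400 cells/well, 37 °C for minimum 48 hr; ATP measured via CellTiter-Glo, 30 min dark incubation, luminescence.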
TDP1 block: TDP1 (human) enzyme inhibition | recombinant TDP1, AlphaScreen DNA substrate cleavage | Q9NUW8 | Potency, µM (highest dose often 130 µM), without a hit: at the top dose activity change, negative = inhibition, most hits filed as inhibitors | 0.28% of 350,000 active; further: nearly all actives have a fitted effect of over 40% in size
Target sequence (Q9NUW8 whole entry, looked up): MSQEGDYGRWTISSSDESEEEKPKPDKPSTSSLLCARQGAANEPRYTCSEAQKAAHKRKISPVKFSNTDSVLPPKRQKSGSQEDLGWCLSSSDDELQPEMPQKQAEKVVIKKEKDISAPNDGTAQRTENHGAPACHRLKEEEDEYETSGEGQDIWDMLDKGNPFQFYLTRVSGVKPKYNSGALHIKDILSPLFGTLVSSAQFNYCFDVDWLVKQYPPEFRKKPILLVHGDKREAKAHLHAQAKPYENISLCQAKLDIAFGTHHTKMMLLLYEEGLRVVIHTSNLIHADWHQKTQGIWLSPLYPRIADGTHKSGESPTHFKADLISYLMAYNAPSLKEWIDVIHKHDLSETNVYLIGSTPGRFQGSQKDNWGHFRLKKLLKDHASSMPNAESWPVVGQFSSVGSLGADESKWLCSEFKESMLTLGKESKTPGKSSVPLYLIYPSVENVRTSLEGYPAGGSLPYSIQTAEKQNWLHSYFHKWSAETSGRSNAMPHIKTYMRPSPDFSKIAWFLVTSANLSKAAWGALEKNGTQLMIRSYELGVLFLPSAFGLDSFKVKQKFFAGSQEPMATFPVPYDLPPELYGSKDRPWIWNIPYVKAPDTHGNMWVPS
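E. coli-derived human Tdp1, 1 nM final. Cpd preinc 15 min RT; substrate 15 nM final, 5 min RT; AS bead mix 10 ug/ml final, 10 min RT. Signal loss = tyrosine-FITC cleavage. No-enzyme wells = max signal.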
Active calls of the source: *; ? = inconclusive; . = no result given; & = joins results of further samples; [ ] = remark or other dose. The call rests on the fitted dose curve; in most records, active means well fitted curve in the direction sought with a large enough effect; inconclusive means small, poorly fitted or top-dose-only effect, or another doubt; inactive means no such curve, though single readings can be large; an effect the other way counts as inactive or inconclusive. On the % scale 0 is the no-effect control and ±100 the full control effect; potency means the concentration at half of the fitted maximal effect.

Compound	DT40 TDP1 CPT	DT40 TDP1 no CPT	TDP1 block
O=C(CN(Cc1ccccc1)S(=O)(=O)c1ccccc1)NC1CC1	-7%	-1%	6%[56.1 µM]
Cc1ccccc1CN1C(=O)C(C)S/C1=N/N=C/c1ccco1 (stereo not drawn)	-12%	?	.
CCCc1cc(Nc2cccc(OC)c2)n2ncnc2n1	-16%	-3%	0%
CCOC(=O)C1=C(COC(=O)c2ncc(Cl)c(Cl)c2Cl)NC(=O)NC1C (stereo not drawn)	7%	15%	.
CCCn1c2ccccc2c2cnn(CC(=O)N(C)c3ccc(F)cc3)c(=O)c21	18µM*	18µM*	2%
COC(=O)c1c(SCC(=O)Nc2cccc(C(F)(F)F)c2)[nH]c2ccccc2c1=O	5.8µM*	5.8µM*	3%
COc1cc(/C=N/Nc2nc3ccccc3s2)ccc1O	1.5µM*	1.3µM*	6%
COc1ccc(S(=O)(=O)N2CCC(C(=O)N3CCOCC3)CC2)cc1Cl	2%	0%	-3%
CN1CCN(c2ncncc2-c2ccc(C(=O)N(C)C)cc2)CC1	4%	2%	.
Cc1ccc(NC(=O)C(C)C(=O)Nc2ccc(C)cc2)cc1	1%	-7%	-5%

Copied from the results shown for reference:
Compound	DT40 TDP1 CPT	DT40 TDP1 no CPT	TDP1 block
O=C(CN(Cc1ccccc1)S(=O)(=O)c1ccccc1)NC1CC1	-7%	-1%	6%[56.1 µM]
Cc1ccccc1CN1C(=O)C(C)S/C1=N/N=C/c1ccco1 (stereo not drawn)	-12%	?	.

(more compounds)
Compound	DT40 TDP1 CPT	DT40 TDP1 no CPT	TDP1 block
COc1cccc(C=NNc2ccc([N+](=O)[O-])cn2)c1OC	-3%	-15%	.
COc1ccc(C(CNC(=O)c2ccc(-c3ccccc3Cl)o2)N2CCCC2)cc1 (stereo not drawn)	5.2µM*	4.1µM*	.
O=C(O)CSc1c2c(nc3cc(C(=O)N4CCOCC4)ccc13)CCCC2	8%	?	0%
CCOc1ccccc1Nc1nc2ccccc2nc1NS(=O)(=O)c1ccc(Cl)cc1	?	5.2µM*	.
COc1ccc(NC(=O)C(Br)C(C)C)cc1 (stereo not drawn)	2%	-12%	0%
COc1ccc(NC(=O)COC(=O)c2cccc(S(=O)(=O)N(C)C)c2)cc1	2%	10%	-2%
COc1ccc(-c2nn(-c3ccccc3)cc2C(=O)NC(=S)Nc2cc(Cl)ccc2Cl)cc1	-20%	1%	.
Cc1ccc(CNC(=O)C2CCN(S(=O)(=O)c3cc(-c4noc(C)n4)ccc3C)CC2)cc1	4.6µM*	2.6µM*	0%
CCOC(=O)c1sc(N(Cc2ccccc2)C(=O)CN2C(=O)CN(C)C2=O)nc1C	?	?	1%
CN(Cc1ccco1)c1ncnc2ccc(-c3ccc4c(c3)OCO4)cc12	18µM*	16µM*	4%&4%&6%
COc1ccc(-c2nc(CS(=O)CC(=O)NC3CCCCCC3)c(C)o2)cc1 (stereo not drawn)	-29%	-6%	3%
CCN(CC)S(=O)(=O)c1cccc(NC2=NCCCCC2)c1	-14%	24%	4%
CCOc1ccc2nc(N3CCCC(C(=O)Nc4cc(C)ccc4C)C3)sc2c1 (stereo not drawn)	23µM*	18µM*	-3%
COc1cc(N=Cc2c(O)[nH]c3ccccc23)cc(OC)c1OC	21µM*	13µM*	7%
COc1ccc(OC)c(C(=O)N(C)C2CCCN(Cc3ccccc3F)C2)c1 (stereo not drawn)	-5%	?	.
COc1cccc(-c2ccc3ncnc(Nc4ccccc4)c3c2)c1	?	?	.
CS(=O)(=O)N1CCC[C@@]2(CCN(Cc3ccc(C#N)cc3)C2)C1	5%	-8%	.
CC(O)CNCCNCc1c(OCc2ccccc2)ccc2ccccc12 (stereo not drawn)	16µM*	23µM*	0%
O=S(=O)(N/N=C/c1ccccc1F)c1ccccc1	18µM*	23µM*	5%
COc1ccc(-c2nn(-c3ccccc3)cc2/C=C/C(=O)OCC(=O)Nc2ccccc2C#N)cc1	7.3µM*	23µM*	-3%
Cc1cc(NC(=O)c2ccc(C)c([N+](=O)[O-])c2)no1	4%	10%	-3%
CCCCN(C(=O)CSCc1c(C)noc1C)c1c(N)n(CCC)c(=O)[nH]c1=O	-4%	4%	2%
Cc1cc(NC(=O)c2cccc(C)c2[N+](=O)[O-])no1	11%	-1%	.
COc1cccc(NC(=S)N2CCN(S(=O)(=O)c3ccccc3)CC2)c1	-24%	15%	3%
COc1ccc(Cn2c(C(=O)O)c(CNC3CCCCCC3)c3ccc(OC)cc32)cc1	16µM*	?	0%
CCc1c(C)c(C#N)c2nc3ccccc3n2c1NC	10%	-5%	.
CCC(C)N(C(=O)COC(=O)c1cn(CC)c2nc(C)ccc2c1=O)C1CCS(=O)(=O)C1 (stereo not drawn)	0%	-2%	5%
CC(=O)N1CC(C)Oc2ccc(S(=O)(=O)NC(CC(=O)O)c3ccc(C)cc3C)cc21 (stereo not drawn)	?	6%	2%
Cc1cccc(C)c1-n1ncc(C(=O)N2CCN(c3ccccc3)CC2)c1C1CCN(C(=O)OC(C)(C)C)CC1	?	?	5%
CC(C)(C)c1ccc(C(=O)N2CCC2(C)C(=O)Nc2cccc3ncccc23)cc1 (stereo not drawn)	23µM*	21µM*	.

Whole records as entered above.
COc1ccc(NC(=O)C(Br)C(C)C)cc1 (stereo not drawn) is listed with DT40 TDP1 CPT: 2%; DT40 TDP1 no CPT: -12%; TDP1 block: 0%
CCCc1cc(Nc2cccc(OC)c2)n2ncnc2n1 is listed with DT40 TDP1 CPT: -16%; DT40 TDP1 no CPT: -3%; TDP1 block: 0%
COc1ccc(Cn2c(C(=O)O)c(CNC3CCCCCC3)c3ccc(OC)cc32)cc1 is listed with DT40 TDP1 CPT: 16µM*; DT40 TDP1 no CPT: ?; TDP1 block: 0%

(next part)
Compound	DT40 TDP1 CPT	DT40 TDP1 no CPT	TDP1 block
COc1ccc(NS(=O)(=O)c2ccc(Cl)c(N)c2)cc1Br	8%	?	0%
CCOc1c(Cl)cc(/C=N/NC(N)=S)cc1OC	?	23µM*	4%
Cc1ccc(C(=O)NCc2ccco2)cc1S(=O)(=O)Nc1cccc(Cl)c1	-6%	1%	10%
O=C1CN(c2nc3ccccc3n3cnnc23)CC(=O)N1CCc1ccccc1	12%	-16%	3%
C/C=C1\COC(C(=O)NCc2ccncc2)(C(F)(F)F)C=C1C=C1CCCCC1 (stereo not drawn)	?	?	14%
O=C(CSc1ccccn1)N/N=C/c1ccccc1[N+](=O)[O-]	-1%	?	0%
CCOC(=O)N1CCN(S(=O)(=O)c2ccc(OC)c(Cl)c2)CC1	-8%	-23%	1%
c1ccc(CN2CCC(Nc3nc(-c4cccnc4)nc4ccccc34)CC2)cc1	18µM*	13µM*	4%
COc1cccc(NC(=O)c2ccc3c(c2)N(CC(=O)N2CCCCC2)C(=O)C(C)(C)O3)c1	-29%	?	2%
CC(=O)N1CCN(c2ccc(NC(=O)c3ccc(N4CCCC4)c([N+](=O)[O-])c3)cc2Cl)CC1	?	?	3%
Cc1cc(OCC(=O)NCCN2CCOCC2)cc(C)c1Br	-4%	-21%	0%
COc1ccc(CN2CCOCC2)cc1OC	16%	?	3%
COc1cc(CNCc2ccccn2)ccc1OCc1cccc(Cl)c1	?	?	12%
O=C(NCCc1ccccc1)c1ccc(NC(=O)C2CCCCC2)cc1	-21%	-22%	.
N#Cc1cccc(-c2nc(NCc3ccccc3)c3ccccc3n2)c1	?	?	.
Cc1ccc(-n2c(=O)c3c(C)c(C)sc3n(Cc3cc(=O)n4ccccc4n3)c2=O)cc1C	?	?	3%
COCC(C)NC(=O)CSc1nc2ccccc2c(=O)n1CCc1ccc(S(N)(=O)=O)cc1 (stereo not drawn)	-29%	?	0%
Cc1ccc(Nc2n[nH]c(=S)s2)cc1F	-27%	-17%	.
COc1ccccc1N(C(C)=O)C1SC(=O)N(c2ccccc2)C1=O (stereo not drawn)	-8%	-17%	1%
COCCNC(=O)Cn1nc(-c2ccc(Cl)cc2)c2ccccc2c1=O	0%	-11%	.
C/C(=N/Nc1nc(-c2ccc(Cl)cc2)cs1)c1cccs1	?	?	6%
COc1ccc(NC(=O)CS(=O)(=O)c2cn(CC(=O)N3CCOCC3)c3ccccc23)cc1	4%	-5%	0%
CCCCn1c(SCc2c(C)noc2C)nc2cc(S(N)(=O)=O)ccc21	13µM*	?	-6%
COc1ccc(-c2csc(NC(=O)Cc3ccccc3F)n2)cc1OC	?	26µM*	7%
COc1ccc(C2NC(=O)NC3=C2C(=O)CCC3)cc1 (stereo not drawn)	-2%	-5%	.
COc1cccc(OC)c1C(=O)NC(=O)Nc1c(F)cc(F)cc1F	-2%	-11%	.
Cc1ccccc1NC(=O)C(C)OC(=O)c1ccccc1C(=O)N(C)c1ccccc1 (stereo not drawn)	6%	-23%	.
Cc1csc(=O)n1CC(=O)OCC(=O)Nc1cc([N+](=O)[O-])ccc1Cl	-28%	-5%	0%
CN(C)/C=C(/C(=O)c1ccccc1Cl)S(=O)(=O)c1ccccc1	4%	-8%	.
COc1ccc2c(Sc3ccccc3)c(C(=O)NCCN(C)C)[nH]c2c1	?	?	6%
CN(C(=O)COC(=O)/C=C/c1ccccc1)C1CCS(=O)(=O)C1 (stereo not drawn)	-2%	-13%	.
Cc1cc2ncn(S(=O)(=O)c3ccc(S(=O)(=O)N4CCCCCC4)cc3)c2cc1C	16µM*	21µM*	.
COc1ccc(OC/C(O)=C(\C#N)c2nc3ccccc3[nH]2)cc1	-27%	-13%	1%
COC(=O)c1ccccc1NC1c2ccccc2C(=O)N1c1cccnc1 (stereo not drawn)	15µM*	?	8%
O=C(NC1CC2CCCC(C1)N2C(=O)Nc1ccccc1)c1ccccc1 (stereo not drawn)	6%	-15%	-2%
c1ccc(-c2nc(N3CCCCCC3)c3ccccc3n2)nc1	2.1µM*	2.3µM*	14%
CC(=O)c1ccc(OC(C)C(=O)NCC2(N3CCOCC3)CCCCC2)cc1 (stereo not drawn)	?	?	1%
N/C(=N\NC(=O)c1ccccc1Cl)c1cc2ccccc2oc1=O	2%	2%	2%
Nc1[nH]c(C(=O)c2ccccc2)c(-c2ccc(Br)cc2)c1C(=O)NCCc1c[nH]c2ccccc12	?	18µM*	.
COc1ccc(C(C(N)=O)c2ncc(C(F)(F)F)cc2Cl)cc1OC (stereo not drawn)	1%	-25%	2%
CSc1nsc(/C=C/Nc2ccc(C(=O)O)cc2)c1C#N	-2%	1%	7%
CS(=O)(=O)Nc1ccc(-c2cn3c(n2)SCC3)cc1	-8%	3%	.
O=C(NCCc1csc(-c2cccnc2)n1)c1ccc(Cl)cc1	-17%	?	.
Cc1cccc2cc(/C=C/C(=O)c3ccco3)c(Cl)nc12	4.6µM*	8.2µM*	-1%
COc1ccc(NC(=O)c2cc(-c3ccc(F)cc3OC)n[nH]2)c(OC)c1	16µM*	15µM*	.
CC1CCCC(C)N1S(=O)(=O)c1ccc(NC(=O)c2ccccc2C(=O)N2CCOCC2)cc1 (stereo not drawn)	-4%	-3%	0%
COc1ccc(NC(=O)c2sc(=O)n(Cc3ccc(F)c(Cl)c3)c2C)cc1OC	23µM*	10µM*	.
O=C(NCc1cccs1)C1(S(=O)(=O)c2ccccc2)CC=CC1	6%	-7%	.
Cn1nc(N)c2ncc(-c3ccc(Cl)cc3)nc21	-8%	-4%	.
CCNc1ccc(C(=O)OCC)cc1NC(=O)c1cccc(S(=O)(=O)N2CCOCC2)c1	-17%	-4%	6%

Further results:
Compound	DT40 TDP1 CPT	DT40 TDP1 no CPT	TDP1 block
CN(CC(=O)Nc1ccc(F)cc1)C(=O)CCc1nc2sc3c(c2c(=O)[nH]1)CCCC3	-2%	?	.
Cc1cc(=O)n(CC(=O)N2CCN(c3ccc(F)cc3)CC2)c2c1c(C)nn2C	18µM*	21µM*	7%
CCOC(=O)Cn1nnc(-c2cc(OC)c(OC)c(OC)c2)n1	-2%	0%	4%
NNC(=O)CSc1cccc2cccnc12	4%	3%	-3%
CCCCN1CCNC[C@@H]1Cc1ccccc1	11%	8%	-8%
CN(Cc1nc2ccccc2n1C)S(=O)(=O)c1ccc(F)cc1	?	?	-3%
COc1ccc(Nc2nc(C)cc(=O)[nH]2)c(OC)c1	-3%	-4%	3%
COc1ccc(-c2nnn(CC(=O)N(CC(=O)NC3CCCC3)c3ccccc3F)n2)cc1OC	?	-24%	.
